# From PubChem BioAssay
# CHRM4 agonist: human M4 muscarinic receptor agonists, primary screen, CHO-K1 cells, Fluo-8 calcium fluorescence. Muscarinic acetylcholine receptor M4 (Homo sapiens), P08173. CHO-K1 hM4/Gqi5; vehicle 0%, full acetylcholine response 100%. activation, % at 3 µM. hit rate 0.14% among 360,000. AID 624127, 2012;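 active = activation above the run mean over all test wells plus 3 SD, cut at about 32% in these data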;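 also: peak over basal fluorescence ratio per well then scaled between controls; 0% = DMSO wells and 100% = acetylcholine at EC100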
# Target sequence (P08173 whole entry, looked up): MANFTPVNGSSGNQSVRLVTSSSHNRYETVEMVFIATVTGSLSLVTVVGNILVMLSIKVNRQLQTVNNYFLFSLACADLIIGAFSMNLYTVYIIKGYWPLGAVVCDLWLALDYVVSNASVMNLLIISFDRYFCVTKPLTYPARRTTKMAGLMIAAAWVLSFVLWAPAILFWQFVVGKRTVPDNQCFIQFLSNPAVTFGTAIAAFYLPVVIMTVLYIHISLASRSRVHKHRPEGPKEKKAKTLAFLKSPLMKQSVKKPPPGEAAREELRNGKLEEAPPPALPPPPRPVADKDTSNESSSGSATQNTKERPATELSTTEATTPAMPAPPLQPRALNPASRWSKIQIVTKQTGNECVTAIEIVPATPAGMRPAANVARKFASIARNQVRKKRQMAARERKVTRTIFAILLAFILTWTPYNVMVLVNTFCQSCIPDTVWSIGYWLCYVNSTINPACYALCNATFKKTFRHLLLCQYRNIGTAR
# CHRM5 agonist: human M5 muscarinic receptor agonists, primary screen, CHO-K1 cells, Fluo-8 calcium fluorescence; CHO-K1 hM5 cells; 0% DMSO wells, 100% maximal acetylcholine response; activation, % at 3 µM; hit rate 0.19% among 360,000; AID 624037, 2012;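 active = activation above the run's mean over test compounds plus 3 SD, cut at about 23% in these data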;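 also: signal is peak over basal fluorescence ratio across the kinetic read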
# Target sequence (P08912 whole entry, looked up): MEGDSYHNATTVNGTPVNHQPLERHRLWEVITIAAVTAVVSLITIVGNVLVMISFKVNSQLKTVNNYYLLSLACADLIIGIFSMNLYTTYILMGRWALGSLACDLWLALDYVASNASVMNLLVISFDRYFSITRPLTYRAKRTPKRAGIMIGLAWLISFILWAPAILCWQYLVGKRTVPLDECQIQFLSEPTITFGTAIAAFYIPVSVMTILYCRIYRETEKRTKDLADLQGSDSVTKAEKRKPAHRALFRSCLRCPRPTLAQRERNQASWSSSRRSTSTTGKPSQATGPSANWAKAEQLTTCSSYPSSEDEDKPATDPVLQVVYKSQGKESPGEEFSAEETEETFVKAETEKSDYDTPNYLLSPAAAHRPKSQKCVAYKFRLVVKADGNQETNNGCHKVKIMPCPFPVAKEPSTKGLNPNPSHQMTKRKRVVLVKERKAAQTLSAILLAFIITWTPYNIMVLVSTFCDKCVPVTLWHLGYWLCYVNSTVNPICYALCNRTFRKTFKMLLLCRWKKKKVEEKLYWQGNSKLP
# M4 antag: human M4 muscarinic receptor antagonists, primary screen, CHO cells, Fluo-8 calcium fluorescence; Muscarinic acetylcholine receptor M4 (Homo sapiens), P08173; CHO-hM4 cells, ACh EC80; inhibition, % at 3 µM; hit rate 0.73% among 360,000; AID 624125, 2012;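 active = inhibition above its plate's cutoff, the mean inhibition of sample wells plus 3 SD, cut at about 27% in these data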;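 also: 0% = acetylcholine EC80 with DMSO and 100% = DMSO without agonist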
# IDE cell inh: human IDE inhibitors in live cells, primary screen, fluorescence polarization, HEK cells, FAbetaB substrate. Insulin-degrading enzyme (Homo sapiens), P14735. inhibition, % at 5.59 µM. AID 434962, 2010. FAbetaB cleavage. hit rate 0.41% among 320,000;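 active = percent inhibition above the average of all tested compounds plus 3 SD, set per screening campaign, cut at about 16% in these data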;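 also: IDE supplied by intact live HEK cells; FP after avidin binding of uncleaved biotin substrate so inhibition keeps polarization high; 0% = DMSO wells and 100% = 60 µM reference IDE inhibitor Ii1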
# CHRM5 PAM: human M5 muscarinic receptor positive allosteric modulators, primary screen, CHO-K1 cells, Fluo-8 calcium fluorescence. Muscarinic acetylcholine receptor M5 (Homo sapiens), P08912. CHO-K1 hM5, ACh EC20 PAM; 0% = ACh EC20, 100% = ACh EC100. activation, % at 3 µM. hit rate 0.3% among 360,000;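 active = activation above the run cutoff, the mean activation of all test compounds plus 3 SD, cut at about 18% in these data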
#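 Replicates: One well per compound, no replicates | System: Human M5 receptor in CHO-K1 cells | Benchmarks: Low control EC20 acetylcholine (0%), high control EC100 acetylcholine (100%) | Probe or stimulus: Acetylcholine, EC20 level | Times: Fluo-8 loading 80 min at 37 °C plus 30 min room temperature | Signal: Intracellular calcium via Fluo-8 fluorescence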
# CRFBP-R2 block: antagonists of CRF-BP/CRF-R2 complex, primary screen, cell-based, HEK293, calcium dye fluorescence, uHTS; CRF-induced calcium fluorescence; inhibition, % at 11.8 µM; hit rate 0.59% among 350,000;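 active = inhibition of the ligand-induced calcium signal above about 50% at the single tested concentration, limit read from the data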
# M4 PAM: human M4 muscarinic receptor positive allosteric modulators, primary screen, CHO-K1 cells, Fluo-8 calcium fluorescence; CHO-K1 hM4/Gqi5, ACh EC20; 0% = ACh EC20, 100% = maximal ACh; activation, % at 3 µM; hit rate 0.4% among 360,000;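 active = activation above its plate's cutoff, the mean activation of sample wells plus 3 SD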; also: some results filed as inactive read as strong as hits
# CHRM5 antagonist: human M5 muscarinic receptor antagonists, primary screen, CHO cells, Fluo-8 calcium fluorescence; CHO-hM5 cells, ACh EC80; inhibition, % at 3 µM; hit rate 0.59% among 360,000;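 active = inhibition above a per-plate cutoff, the mean of that plate's test compounds plus 3 SD, cut at about 27% in these data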;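 also: 0% = acetylcholine EC80 with DMSO and 100% = DMSO without agonist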
# CRFR2-BP ag: agonists of CRF-BP/CRF-R2 complex, primary screen, cell-based, HEK293, calcium dye fluorescence, uHTS | hit rate 0.46% among 350,000 | calcium dye fluorescence (FLIPR); percent of saturating CRF peptide response | activation, % at 13.2 µM;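 active = activation of at least 50%, plus an integration ratio under a set limit after plate pattern correction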;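 also: plate controls were neutral control wells without compound for no effect and CRF at EC100 for full effect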
# Active calls of the source: *; x = not tested or not shown.
CHRM4 agonist,CHRM5 agonist,M4 antag,IDE cell inh,CHRM5 PAM,CRFBP-R2 block,M4 PAM,CHRM5 antagonist,CRFR2-BP ag,canonical_smiles
0,1,11,3,-6,-9,-1,3,0.1,CCOC(=O)N1CCN(C(=O)COC(=O)c2oc3ccc(OC)cc3c2C)CC1
1,1,-5,2,9,-5,13,-4,1.4,Cc1ccc(OCC(=O)NC(=S)Nc2ccc(Br)c(C)n2)cc1
4,-1,-4,x,-3,x,-3,2,x,CN(Cc1ccccc1)C(=O)Cn1nnc(-c2ccccc2)c1COc1ccc2ccccc2c1
2,0,-1,11,-5,27,1,8,17,Nc1nc(Cl)cc(N2CCCC2)n1
1,0,-4,4,-4,3,1,3,-4.6,Cc1noc(/C=C/c2cccnc2)c1[N+](=O)[O-]
1,1,-5,x,4,x,1,-2,x,COc1ccc(C(=O)N(C)[C@H]2C[C@H]3c4[nH]c5ccccc5c4CCN3C[C@H]2[C@H](C)O)cc1
1,-2,4,9,-6,13,-5,0,11,Cc1ccc(N2C(=O)c3ccc(N)cc3C2=O)cc1
-1,-7,2,-5,-2,3,-8,-1,-4.9,Cn1cc(C(C[N+](=O)[O-])c2ccccc2)c2ccccc21 (stereo unspecified)
0,-3,-3,-2,0,4,-3,-4,0.6,COc1ccccc1NC(=O)c1cc2n(n1)C(C(F)(F)F)CC(c1ccc3c(c1)OCO3)N2 (stereo unspecified)
0,6,11,2,-6,1,-2,-4,2.3,Cc1ccc(F)cc1NC(=O)c1cccc2nccnc12
2,-2,-19,-3,0,13,-2,-21,0.1,CN(C)S(=O)(=O)c1cccc(C(=O)Nc2ccccc2[N+](=O)[O-])c1
0,-12,-11,2,-1,5,0,3,-4.8,C=C(C)Cn1c(-c2ccc(OC)cc2)nc2ccccc21
3,-3,-2,-1,-6,-4,6,8,-0.3,CCOC(=O)c1nc2sc3c(c2c(=O)n1C(C)C(=O)OCC)CCCC3 (stereo unspecified)
15,0,-31,-1,-3,5,-4,-8,-0.7,O=C(NCCCN1CCOCC1)c1c(-c2ccccc2)sc2ccccc12
2,-2,-1,-1,-5,13,-4,4,3.1,COc1ccc(-c2noc(N3CCCC(C(=O)Nc4ccc(F)cc4F)C3)n2)cc1 (stereo unspecified)
6,4,-14,2,-1,-11,4,9,0.8,Cc1ccccc1-c1nnc(SCC(=O)N(C)C2CCS(=O)(=O)C2)n1C (stereo unspecified)
1,2,-6,-4,-7,-63,4,4,3.5,COc1ccccc1CNC(=O)CCC(=O)n1ncc2cc(C)ccc21
1,-5,0,0,-10,-140,-5,7,17,Cn1c(SCc2nc3ccccc3s2)nnc1-c1ccc2c(c1)OCO2
0,1,-2,5,5,-3,3,2,-0.3,C#CCOCCOCCOCCNc1nc(N2CCN(C(=O)[C@H](CCCCN)n3cc([C@@H](N)CO)nn3)CC2)nc(N2CCN(C(=O)[C@H](Cc3ccc(O)cc3)n3cc([C@@H](N)CC(C)C)nn3)CC2)n1
4,1,5,-3,-4,4,-7,19,-1.3,Cc1ccc(NC(=O)CCNS(=O)(=O)c2cccc3nsnc23)cc1F

# The last two entries of the section before lead into the next:
CHRM4 agonist,CHRM5 agonist,M4 antag,IDE cell inh,CHRM5 PAM,CRFBP-R2 block,M4 PAM,CHRM5 antagonist,CRFR2-BP ag,canonical_smiles
0,1,-2,5,5,-3,3,2,-0.3,C#CCOCCOCCOCCNc1nc(N2CCN(C(=O)[C@H](CCCCN)n3cc([C@@H](N)CO)nn3)CC2)nc(N2CCN(C(=O)[C@H](Cc3ccc(O)cc3)n3cc([C@@H](N)CC(C)C)nn3)CC2)n1
4,1,5,-3,-4,4,-7,19,-1.3,Cc1ccc(NC(=O)CCNS(=O)(=O)c2cccc3nsnc23)cc1F
1,0,-1,6,-3,0,2,1,-4.2,COc1ccc(/C=C/C(=O)OCC(=O)Nc2c(C)cccc2C)cc1
4,-3,-1,0,8,1,9,-13,-0.8,CCOC(=O)C1CCN(C(=O)C(=O)c2cn(CC(=O)N3CCCCCC3)c3ccccc23)CC1
1,-2,-11,0,9,-38,8,1,1.4,O=C(c1ccccc1F)N(Cc1ccccc1)C1CCS(=O)(=O)C1 (stereo unspecified)
2,-7,-12,-1,-5,-10,-1,3,1.1,Cc1ccc(COc2ccc(-c3nnco3)cc2)cc1
-1,-1,5,-5,-2,1,-3,17,-0.7,CCNC(=O)NC(=O)CSc1ccc(S(=O)(=O)N2CCOCC2)cn1
0,0,-1,0,-2,-4,-8,7,-2.5,NNS(=O)(=O)c1ccc(Sc2ccccn2)c([N+](=O)[O-])c1
3,-4,-1,x,7,3,3,-1,-1.1,Cc1cc(C)n(Cc2cccc(C(=O)N/N=C/c3cccnc3)c2)n1
0,3,7,0,-2,4,-7,3,-0.7,O=C(C[C@@H]1C/C=C\CC[C@H](Cc2ccc(F)cc2)C(=O)OC[C@@H](Cc2ccccc2)NC1=O)NCCO
1,2,1,-10,-3,10,11,5,-0.7,O=C(CN1C(=O)NC2(CCCC2)C1=O)N1CCN(S(=O)(=O)c2ccccc2[N+](=O)[O-])CC1
0,0,2,x,1,x,-2,-4,x,COc1cccc(NC(=O)C2(C)CCN2C(=O)CC2CCCC2)c1 (stereo unspecified)
2,2,9,-1,-1,48,-8,-2,-0.9,CC(C)c1ccc(S(=O)(=O)N2CCN(C(=O)c3cccc(F)c3)CC2)cc1
1,-2,-1,-2,-11,-31,-5,1,2.2,CCOC(=O)c1c(NC(=S)Nc2ccccc2)sc2c1CC(C)(C)SC2
2,3,0,0,0,5,1,5,-0.1,CCCOc1ccc(/C=C/C(=O)OCC(=O)N(C)c2c(N)n(Cc3ccccc3)c(=O)[nH]c2=O)cc1OCC
4,-7,-7,2,-18,8,-5,5,0.5,COC(=O)CSc1snnc1-c1ccc(Cl)c(Cl)c1
1,-1,11,x,-6,x,2,6,x,O=C(Nc1ccc(C(=O)N2CCN(c3ccncc3)CC2)cc1)c1ccc(Br)o1
-1,-4,0,-1,2,-23,5,-5,-0.6,O=C(COc1ccccc1Cl)Nc1ccc(Cl)cn1
2,-4,-5,-2,9,-11,8,-11,0.3,COc1ccc(Cl)cc1S(=O)(=O)N1CCN=C1c1ccccc1
1,0,1,x,0,x,1,5,x,NC(c1ccccc1)c1csc(Nc2ccc(S(N)(=O)=O)cc2)n1 (stereo unspecified)
4,5,5,-12,2,0,-4,4,-1.9,O=C1c2ccc(-c3ccc4c(c3)C(=O)N(CCCO)C4=O)cc2C(=O)N1CCCO
6,9,2,x,4,x,0,0,x,Nc1[nH]c(C(=O)c2ccccc2)c(-c2ccc(Cl)c(F)c2)c1C(=O)NCCc1c[nH]c2ccccc12
0,-1,6,x,0,-16,2,4,-0.6,C[C@H](CO)N1C[C@H](C)[C@H](CN(C)C(=O)Nc2cccc3ccccc23)OCc2cnnn2CCCC1=O
1,-4,-13,-6,1,-1,5,-16,2.1,COc1ccc(CCNC(=O)c2ccco2)cc1OC
2,-6,-4,-4,-1,-9,16,-6,-3.6,Cc1nnc(SCC(=O)N(C)c2ccccc2)n1Cc1ccccc1
0,-1,0,-1,-3,10,4,0,-1.6,CCOC1=NS(=O)(=O)c2ccccc21
1,-2,0,5,8,-71,18,-10,4.4,COc1ccccc1N1CCN(C(=O)c2cc(-c3cccc(Cl)c3)on2)CC1
-1,0,-2,-3,2,20,6,-5,-1.0,CCN(Cc1ccccc1)C(c1cccs1)c1nnnn1C1CCCCC1 (stereo unspecified)
-1,-4,16,8,-6,17,-6,7,0.9,COC(=O)c1cc(C(=O)c2cccc(Cl)c2Cl)cn1C
2,-8,-9,3,-7,18,4,15,-1.8,O=[N+]([O-])c1ccc(SCCc2ccccn2)cc1
2,2,0,2,-2,2,1,-3,0.1,Cc1cc(C)c2[nH]c(=O)c(CN(CC3CCCO3)C(=O)c3cnccn3)cc2c1 (stereo unspecified)
0,3,0,x,-2,x,2,9,x,CCOC(=O)N1CCN(C(=O)C[C@@H]2C[C@@]3(C(=O)OCC)CCC=C3N(Cc3ccccc3)C2=O)CC1
1,2,5,x,-1,x,11,10,x,COC(=O)C[C@H]1CC[C@@H](NC(=O)Nc2ccc3c(c2)OCO3)[C@@H](CO)O1
1,-8,8,5,-2,0,-10,5,-0.4,CCN(CC)CCCNC(=O)C1CCC(CNS(=O)(=O)c2c(C)cc(C)cc2C)CC1 (stereo unspecified)
15,2,20,2,-23,-6,-10,23,2.5,CC(=O)n1cc([C@H]2C=C(C(=O)N3CCN(Cc4ccccc4)CC3)O[C@@H](OCc3ccc(CO)cc3)C2)c2ccccc21
0,0,8,2,3,30,2,-12,0.1,O=C(NC(=S)N1CCN(Cc2ccccc2)CC1)c1ccccc1
0,-4,-7,6,-8,21,0,-1,13,CC(Sc1nnc2ccccn12)C(=O)Nc1ncc(Cl)cc1Cl (stereo unspecified)
1,-3,9,5,-6,7,-6,8,-0.1,Cc1cc(C2=NNC(=Nc3ccc(S(=O)(=O)N4CCOCC4)cc3)SC2)c(C)n1CC1CCCO1 (stereo unspecified)
3,-1,3,-2,4,18,0,-1,1.4,NNC(=O)c1cc2ccccc2cc1O
3,2,3,6,0,-2,0,1,-1.0,O=C(Cc1ccc(-n2c(=O)[nH]c3ccccc3c2=O)cc1)N1CCN(c2ccccc2)CC1
0,-7,-3,1,-1,2,2,-1,-2.6,Cc1noc(C)c1CSc1nnc(-c2ccccc2F)n1CCc1ccccc1
-2,-9,-1,-7,-16,39,-16,4,-1.2,Oc1ccccc1Oc1c(F)c(F)nc(N2CCCC2)c1F
4,0,-13,3,1,8,10,-3,-0.9,CC1CCC(NC(=O)CNC(=O)c2cccs2)CC1 (stereo unspecified)
2,-10,-15,-1,-2,-2,4,15,-2.1,COc1ccc([C@H]2Cc3cccc(O)c3C(=O)O2)cc1O
0,-1,14,-1,-2,8,-10,14,-1.2,CCn1c(SCC(=O)Nc2ccc(C(C)=O)cc2)nnc1C1CC1
2,-2,0,4,2,42,0,7,-2.1,CC1CN(C(=O)N2CCCCC2)CCN1C(=O)N1CCCCC1 (stereo unspecified)
-1,-6,-1,2,2,5,2,-6,0.8,Cc1ccc2c(C)c(C(=O)NCCc3ccco3)oc2c1C
7,2,10,-1,-3,6,-3,5,0.0,CCOc1ccc(CN(C)C(=O)CNC(=O)Cc2cccc3ccccc23)cc1
3,-1,-6,8,5,-3,11,-3,-0.7,Cc1nc2sc(C(c3ccco3)N3CCc4ccccc4C3)c(O)n2n1 (stereo unspecified)
1,-1,15,1,-2,-7,-1,7,-0.2,COc1cccc(-c2nnc(NC(=O)c3ccc4ncsc4c3)o2)c1
0,-2,-4,3,-3,6,1,4,-1.0,O=C(NCC(c1ccco1)N1CCCCC1)c1ccc([N+](=O)[O-])s1 (stereo unspecified)

# A few values from the entries so far:
# CRFBP-R2 block with CC1CCC(NC(=O)CNC(=O)c2cccs2)CC1 (stereo unspecified) reads 8
# M4 antag with COc1ccc([C@H]2Cc3cccc(O)c3C(=O)O2)cc1O reads -15
